Compound activity from PubChem.
SMARCA2 act – activators of SMARCA2 function | AID 652017 | 370,000 compounds, 1% hits | MG213 cells, MMTV-luciferase reporter, dexamethasone, overnight | activation, % at 9.1 µM; in the data active = activation above about 7.8%;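 also: 0% = vehicle wells and 100% = reference activator wells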
HTRA1 inhibitor – blocks human HTRA1 serine peptidase | Q92743 | recombinant HTRA1, FP-rhodamine activity-based probe, fluorescence polarization | inhibition, % at 5.96 µM | 340,000 compounds, 0.5% hits | AID 504803; in the data active = inhibition above about 36%;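 also: 0% = enzyme with DMSO and 100% = wells lacking enzyme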
rCAG binder – binds r(CAG) RNA repeats | r(CAG) RNA repeat, TO-PRO-1 dye displacement fluorescence | inhibition, % at 3 µM | 370,000 compounds, 1.3% hits | AID 651821;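 active = inhibition above the plate cutoff, the mean of all test compounds on that plate plus 3 SD, cut at about 35% in these data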;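 also: 0% = DMSO alone and 100% = 100 µM mitoxantrone as full dye displacement; higher means more dye released from RNA so lower well fluorescence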
GC-B act – GC-B (human) receptor activation. HEK293-GC-B cells, CNP EC30, cGMP TR-FRET; 0% at EC30 CNP, 100% saturating CNP. activation, % at 10 µM. 370,000 compounds, 0.11% hits. AID 1920062;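 active = activation at 10 µM reaching about 35% in either raw or pattern-adjusted values, limit read from the data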
Target sequence (P20594 whole entry, looked up): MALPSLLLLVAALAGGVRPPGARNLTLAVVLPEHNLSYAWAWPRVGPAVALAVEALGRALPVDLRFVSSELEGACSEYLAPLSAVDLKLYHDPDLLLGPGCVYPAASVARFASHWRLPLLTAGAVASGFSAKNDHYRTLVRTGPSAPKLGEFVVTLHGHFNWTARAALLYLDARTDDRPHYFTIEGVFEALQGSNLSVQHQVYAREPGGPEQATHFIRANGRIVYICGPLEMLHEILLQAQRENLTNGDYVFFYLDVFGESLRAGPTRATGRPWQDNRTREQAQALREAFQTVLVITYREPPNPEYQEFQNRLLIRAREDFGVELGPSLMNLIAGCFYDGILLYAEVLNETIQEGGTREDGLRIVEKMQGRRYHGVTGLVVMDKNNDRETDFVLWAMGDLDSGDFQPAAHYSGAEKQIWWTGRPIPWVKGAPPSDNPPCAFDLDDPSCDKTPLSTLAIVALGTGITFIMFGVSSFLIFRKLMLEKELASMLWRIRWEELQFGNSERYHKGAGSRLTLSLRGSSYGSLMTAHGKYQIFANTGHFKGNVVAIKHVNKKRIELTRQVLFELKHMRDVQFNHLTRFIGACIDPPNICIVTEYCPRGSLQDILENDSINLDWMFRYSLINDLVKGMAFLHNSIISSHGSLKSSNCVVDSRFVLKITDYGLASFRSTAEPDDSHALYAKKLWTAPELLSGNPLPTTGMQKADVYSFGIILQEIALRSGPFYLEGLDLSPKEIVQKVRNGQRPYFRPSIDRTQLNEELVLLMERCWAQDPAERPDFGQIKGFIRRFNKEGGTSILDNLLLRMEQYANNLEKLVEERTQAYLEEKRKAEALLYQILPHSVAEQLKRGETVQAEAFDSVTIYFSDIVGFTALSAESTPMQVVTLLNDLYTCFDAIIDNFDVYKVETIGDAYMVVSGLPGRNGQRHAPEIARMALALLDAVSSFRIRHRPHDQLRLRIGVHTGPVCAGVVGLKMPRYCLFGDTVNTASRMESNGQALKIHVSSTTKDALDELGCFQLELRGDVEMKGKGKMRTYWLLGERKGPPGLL
ARFGAP1 inhibitor – rat ARFGAP1 inhibition | Q62848 | 360,000 compounds, 0.26% hits | inhibition, % at 16.5 µM | Arfgap1-stimulated ARF1 GTP hydrolysis, GDP FP detection;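 active = inhibition above a per-plate limit, mean inhibition of low control wells plus 3 SD, cut at about 25% in these data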;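 also: 0% = DMSO wells with enzyme and 100% = wells lacking Arfgap1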
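Material – truncated rat Arfgap1 GAP domain · Buffer or medium – HEPES-based buffer, pH 7.5 · Reagent – human ARF1(Δ1-17)-GTP substrate · Dosing – 16.5 µM single point, 1.26% DMSO · Schedule – GTP hydrolysis reaction 2 h at 25 °C · Technique – GDP detection by fluorescence polarization · Benchmarks – No-Arfgap1 wells (100%) versus DMSO full-reaction wells (0%) · Repeats – single replicate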
ASAP1 inh – inhibitors of human ASAP1 ArfGAP activity; Q9ULH1; ASAP1-stimulated ARF1 GTP hydrolysis, GDP FP detection; inhibition, % at 16.5 µM; 360,000 compounds, 0.19% hits; in the data active = inhibition above about 25%;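 also: 0% = vehicle with enzyme and substrate and 100% = no enzyme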
NR1D1 modulator – modulates human Rev-erb alpha binding to DNA. P20393. 370,000 compounds, 0.79% hits. Rev-erbα–FITC-DNA binding, fluorescence polarization, 90 min. activity, % at 10 µM;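 active = activity above about 14%, limit read from the data; passing the limit was not always enough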;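 also: 0% = DMSO wells with 35 nM protein and 100% = DMSO wells with 750 nM protein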
ABHD4 inh – ABHD4 (mouse) inhibition, primary FP screen; Q8VD66; purified mABHD4, FP-Rh probe fluorescence polarization; inhibition, % at 8.92 µM; 370,000 compounds, 0.54% hits; AID 720543;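 active = inhibition exceeding the mean over every tested compound plus 3 SD, cut at about 30% in these data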;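 also: 0% = plate median of compound wells and 100% = S159A mutant with DMSO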
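system = mouse ABHD4 enzyme, wild type | medium = HEPES pH 7.0, NaCl, Pluronic buffer | also added = FP-Rh probe | incubation = Enzyme–compound pre-incubation 45 min, then probe 60 min, both 25 °C | technique = fluorescence polarization, excitation 525 nm, emission 598 nm, BODIPY TMR filters | controls = S159A mutant high control, sample median low control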
PG9 binder – PG9 antibody binding by small molecule; TR-FRET gp120-PG9 antibody binding; inhibition, % at 6.7 µM; 360,000 compounds, 0.43% hits; in the data active = inhibition above about 8.5%
GC-A act – GC-A (human) enzyme activation. P16066. HEK293 GC-A cells, cGMP TR-FRET, EC30 ANP; 0% at EC30 ANP, 100% saturating ANP. activation, % at 10 µM. 370,000 compounds, 0.14% hits; in the data active = activation above about 40%
Numbers without * were called inactive; . = no result given.

SMILES	SMARCA2 act	HTRA1 inhibitor	rCAG binder	GC-B act	ARFGAP1 inhibitor	ASAP1 inh	NR1D1 modulator	ABHD4 inh	PG9 binder	GC-A act
Cc1cccc2c(CC(=O)Nc3ccccc3)noc12	-1	4	1	3	5	4	1	2	-0.8	0
O=C(COC(=O)CCCSc1nc2ccccc2[nH]1)NC(=O)NC1CCCC1	2	-7	2	-2	11	-4	-7	-14	2.9	2
CCOC(=O)c1csc(NC(=O)C2CCCN(S(=O)(=O)c3ccc(Br)s3)C2)n1 (configuration not stated)	-5	.	1	-10	.	.	2	-63	.	-2
COc1ccc(CC(=O)OCC(=O)Nc2ncc(Cl)cc2Cl)cc1	0	1	4	5	3	-1	5	1	1.3	0
N#CC(C(=O)NCc1ccco1)c1nc2ccccc2nc1N1CCOCC1 (configuration not stated)	-5	4	5	-2	3	0	1	4	-0.1	4
N#Cc1cn(CC(=O)NCC2CCCO2)c2ccccc12 (configuration not stated)	-1	6	-2	3	3	1	-3	1	-0.4	-3
C/C(=N\NC(=O)c1nnn(-c2nonc2N)c1CN1CCCCCC1)c1ccc(Br)cc1	-1	-16	3	6	-4	-8	3	-4	-0.2	1
Cc1ccc(C(=O)N2CCN(Cc3ccc4c(c3)OCO4)CC2)cc1[N+](=O)[O-]	-5	-2	-8	-1	1	-12	-1	-1	-0.1	2
CCCCn1c(SCC(=O)Nc2ccc(C)c(S(=O)(=O)N3CCOCC3)c2)nnc1C(CC)N(C)C (configuration not stated)	0	-1	-7	0	6	4	-2	3	-1.1	-1
Cc1cc(/C=C2\SC(=Nc3ccccc3)NC2=O)c(C)n1-c1ccc(S(N)(=O)=O)cc1	0	-28	26	3	15	4	2	-5	-0.2	-10
CC(C)CN1CCC(CN2CCNC(=O)C2=O)CC1	-1	4	0	3	-5	-16	-10	2	-0.1	4
O=C(Nc1ncccn1)c1ccc(C(F)(F)F)cc1	2	-1	3	6	2	5	-7	10	-1.8	3
CC(=O)Oc1ccccc1C1=NN(C(C)=O)C(c2ccccc2)C1 (configuration not stated)	1	-1	0	-2	1	-4	-2	1	-2.2	-3
CN1C[C@@H]2[C@@H]3C(=O)N(Cc4ccccc4)C(=O)[C@@H]3[C@](C)(C1=O)N2C(=O)c1ccc(C(C)(C)C)cc1	3	-3	-7	5	-6	7	-3	3	-0.1	6
Cc1cc(C)cc(C(O)c2ncc(-c3cccc(F)c3)[nH]2)c1 (configuration not stated)	0	.	3	11	4	7	-2	-5	-0.4	0
CC(C)Cc1cc(C(=O)NCCN2CCOCC2)no1	0	3	-2	2	1	-10	6	2	-1.1	1
Cc1ccc(C2=N/C(=C\c3coc4ccccc4c3=O)C(=O)O2)cc1	0	.	14	-1	11	5	-2	19	0.2	1
Cc1cc(C)nc(NS(=O)(=O)c2ccc(N/C=C/C(=O)c3ccc(Cl)c(Cl)c3)cc2)n1	0	-8	5	-9	0	-3	32*	1	-4.3	-2
O=C(NC1CC1)c1ccc2c(c1)C1C3CCC(C3)C1C(c1ccccc1)N2 (configuration not stated)	-4	-4	0	-4	3	15	5	-9	0.5	8
CC(Sc1nc(N)c(NC(=O)c2ccc(Br)o2)c(=O)[nH]1)C(=O)O (configuration not stated)	0	0	1	7	1	-10	-5	5	-0.9	1
CCNC(=O)c1c(C)[nH]c(C(=O)OCC)c1C	1	7	2	2	-3	6	5	-8	0.2	1
Nn1c(SCC(=O)N2CCCC2=O)nnc1-c1cccs1	-2	1	-4	2	-8	-16	-4	-1	-2.2	1
COc1ccccc1C(CCN(Cc1cccs1)C(C)=O)c1ccco1 (configuration not stated)	-1	-15	12	-9	9	6	-2	11	1.8	-13
O=C(Oc1ccccc1)n1c(=S)oc2ccccc21	-2	1	-1	-3	2	6	0	3	-1.1	6
CC1CCCCC1N=C1NC(C)(C)CS1 (configuration not stated)	-3	4	1	-2	2	4	2	4	0.2	2
CC(C)(C)OC(=O)C[C@H]1C/C=C\C[C@@H](CC(=O)N[C@H](CO)Cc2ccccc2)C(=O)NCCOC1=O	0	-2	-8	-1	13	1	-4	2	-1.0	1
CC(=O)NCc1nc2ccccc2n1Cc1ccccc1F	-2	3	-3	2	4	-2	4	6	1.7	0
O=C(N/N=C/c1ccc(OCc2ccccc2)cc1)c1cc[n+](Cc2ccccc2)cc1	-1	2	12	-4	1	10	5	19	-0.8	3
CCOc1ccccc1NC(=O)C(C)SCc1ccccc1 (configuration not stated)	-2	-2	-3	4	-10	-10	5	-4	0.7	2
O=C(CSc1nc2ccccc2[nH]1)c1ccc2c(c1)OCO2	2	-4	4	0	0	-1	2	-4	0.0	-1
O=S(=O)(c1cccc(-c2n[nH]c(=S)n2C2CCCC2)c1)N1CCOCC1	8.8*	0	2	1	9	14	1	2	0.0	-3
C=CCC1(N(C(C)=O)c2ccccc2)CCCCC1	1	1	-1	2	4	6	3	6	0.4	2
Cc1ccc2cccc(SCC(=O)NCC#N)c2n1	2	-7	0	-1	6	-12	-9	0	-2.4	0
NC(=O)c1ncn([C@@H]2O[C@H](CNCc3c(OCc4ccccc4F)ccc4ccccc34)[C@@H](O)[C@H]2O)n1	-6	5	-1	1	-14	-11	-6	2	-0.2	-3
Cc1nnc(NC(=O)CSc2nnc(-c3ccoc3C)n2CC(C)C)s1	3	14	5	3	-3	-6	4	-6	0.6	-1
Cc1ccc2nc(-c3ccc(NC(=O)CCS(=O)(=O)c4ccccc4)cc3)sc2c1	1	-20	6	-3	17	5	19*	-7	-0.5	9
Brc1cccc(OCCN2CCOCC2)c1	-2	4	-5	8	4	-3	-5	11	-0.3	0
C/C(=N\NC(=O)c1cc(C)oc1C)c1ccc(N2CCOCC2)cc1	3	4	-2	-1	-7	-7	3	-5	-0.2	-2
CC1CCC(NC(=O)C2c3ccccc3C(=O)N2CCCN2CCOCC2)CC1 (configuration not stated)	0	-2	-1	5	12	4	-1	-2	2.6	2
C=CCN1C(=O)C(O)(CC(=O)c2ccccn2)c2ccccc21 (configuration not stated)	1	1	-1	3	3	-12	3	2	-2.3	2
CCN(CC)S(=O)(=O)c1cc(NC(=O)COC(=O)Cn2cnc3ccccc32)ccc1C	0	8	-1	1	5	-9	-1	-6	2.0	-3
CC(NC(=O)Nc1ccc(Cl)cc1)C1CCCO1 (configuration not stated)	3	-1	4	-4	-9	-7	-1	7	-0.6	-3
COc1cccc(CCNC(=O)CC2C(=O)NCCN2Cc2ccc(C)o2)c1 (configuration not stated)	-1	-5	2	0	4	0	-3	7	-1.5	0
COC(=O)[C@@]12C[C@@H](CC(=O)N3CCOCC3)C(=O)N(Cc3ccco3)C1=CCC(C)(C)C2	1	.	-2	-2	0	9	-1	4	1.4	1
O=C1c2ccccc2S(=O)(=O)c2cc(C(=O)N3CCN(c4ncccn4)CC3)ccc21	1	0	-1	3	-10	14	-3	-4	-1.5	1
Cc1ccc(C)c(N2CCN(S(=O)(=O)c3ccc4c(c3)CC(C)N4C(=O)C3CC3)CC2)c1 (configuration not stated)	0	1	4	-5	11	-2	1	6	-0.3	-1
O=C(O)c1cc(-c2ccc(/C=N/NC(=S)Nc3ccccc3)o2)ccc1Cl	-1	.	26	-5	-5	2	0	39*	-4.7	-3
CN(CCc1ccccn1)C(=O)c1ccc2c(c1)ncn2C1CCCCC1	-2	.	-2	0	.	.	2	3	.	0
O=c1c2cnn(-c3ccccc3)c2nnn1Cc1ccccn1	-6	-3	-3	1	-5	-1	2	0	1.0	4
O=C(CCNS(=O)(=O)c1ccccc1)NNC(=O)COc1ccccc1F	-4	-5	6	3	-2	-8	-3	5	0.2	0
CCc1ccc(OCC(=O)N/N=C(\C)c2ccccc2OC(F)F)cc1	-2	-20	-9	1	-13	4	7	-1	-1.1	-1
O=C(CNCc1ccccc1)Nc1ccc(Oc2ccccc2)cc1	-2	.	-9	0	0	5	4	-7	-3.6	-2
CCCCNC(=O)C(=O)c1ccccc1NC(C)=O	0	-3	-1	6	-11	-17	3	4	0.6	0
Cc1ccc(NC(=S)NNC(=O)CSc2nnc(SCc3cccc4ccccc34)s2)cc1	-2	.	52*	-1	.	.	2	-6	.	0
O=C(COC(=O)/C=C/c1ccco1)NCc1ccco1	-3	-3	8	2	-3	5	-3	2	0.5	1
Fc1cc(F)cc(NC(=S)NCCCN2CCOCC2)c1	-2	3	3	3	6	7	-8	-6	-3.0	0
Cc1[nH]nc(-c2cccnc2)c1N=NN(C)C	7	1	1	1	-4	-9	-6	-2	1.0	-4
C[C@H](NS(=O)(=O)c1ccc(Cl)cc1)C(=O)OCC(=O)N1CCOCC1	5	-2	-1	-1	7	4	-3	-4	-3.4	7
CN(C)C(=O)C#Cc1ccccc1	-3	7	-1	3	1	5	2	-8	1.6	3
O=C(CSc1nncn1-c1ccccc1)Nc1cccc(S(=O)(=O)N2CCCCC2)c1	-2	.	4	-11	-4	-8	0	-11	-2.7	-4

Some of these compounds in order of length of the SMILES, descending:
SMILES	SMARCA2 act	HTRA1 inhibitor	rCAG binder	GC-B act	ARFGAP1 inhibitor	ASAP1 inh	NR1D1 modulator	ABHD4 inh	PG9 binder	GC-A act
CCN(CC)S(=O)(=O)c1cc(NC(=O)COC(=O)Cn2cnc3ccccc32)ccc1C	0	8	-1	1	5	-9	-1	-6	2.0	-3
O=C(CCNS(=O)(=O)c1ccccc1)NNC(=O)COc1ccccc1F	-4	-5	6	3	-2	-8	-3	5	0.2	0
O=C(COC(=O)/C=C/c1ccco1)NCc1ccco1	-3	-3	8	2	-3	5	-3	2	0.5	1

Remaining list, next part:
SMILES	SMARCA2 act	HTRA1 inhibitor	rCAG binder	GC-B act	ARFGAP1 inhibitor	ASAP1 inh	NR1D1 modulator	ABHD4 inh	PG9 binder	GC-A act
COc1ccc(S(=O)(=O)NC(=O)C2(C)CCN2C(=O)COc2ccc(Cl)cc2)cc1OC (configuration not stated)	-4	.	4	5	5	-9	-1	1	-0.3	1
O=S(=O)(NCc1cccnc1)c1ccc(Cl)c(Cl)c1	0	5	-1	4	-6	22	-4	9	-1.6	4
CC(C)CN1C(=O)c2ccc(C(=O)NCc3ccc4c(c3)OCO4)cc2C1=O	3	4	-3	2	2	-21	-4	8	2.8	4
COc1ncccc1-c1cc2nc(NCCCN(C)C)n(C)c(=O)c2s1	-6	.	7	-8	-5	-4	-5	1	-0.6	4
CC(C)Nc1nnc(SCc2cc(=O)n3ccsc3n2)s1	-1	5	5	-1	1	-13	-9	2	0.1	-1
CC(Sc1nc(NCc2ccccc2)nc(N2CCOCC2)n1)C(=O)Nc1ccccc1 (configuration not stated)	1	-7	-2	-6	14	-6	0	4	0.3	-3

Complete entries from above. Screens in order: SMARCA2 act, HTRA1 inhibitor, rCAG binder, GC-B act, ARFGAP1 inhibitor, ASAP1 inh, NR1D1 modulator, ABHD4 inh, PG9 binder, GC-A act
Results for `O=S(=O)(NCc1cccnc1)c1ccc(Cl)c(Cl)c1` = 0, 5, -1, 4, -6, 22, -4, 9, -1.6, 4
Results for `COc1ncccc1-c1cc2nc(NCCCN(C)C)n(C)c(=O)c2s1` = -6, ., 7, -8, -5, -4, -5, 1, -0.6, 4
Results for `CC(C)Nc1nnc(SCc2cc(=O)n3ccsc3n2)s1` = -1, 5, 5, -1, 1, -13, -9, 2, 0.1, -1
Results for `CC(C)CN1C(=O)c2ccc(C(=O)NCc3ccc4c(c3)OCO4)cc2C1=O` = 3, 4, -3, 2, 2, -21, -4, 8, 2.8, 4
